Giardia FBPA inh = qHTS Assay for Inhibitors of Fructose-1,6-bisphosphate Aldolase from Giardia Lamblia. AID 2451, 2010. Potency, µM (doses to about 59.6 µM), for the others: top-dose activity, negative = inhibition, usual class: inhibitors. purified Giardia FBPA. A8B2U2. 0.71% of 290,000 active; note: potency is the fitted concentration of half-maximal effect; % is set by controls: 0 for no effect and ±100 for the full control effect; nearly all actives have a fitted effect of over 55% in size
Target sequence (A8B2U2 whole entry, looked up): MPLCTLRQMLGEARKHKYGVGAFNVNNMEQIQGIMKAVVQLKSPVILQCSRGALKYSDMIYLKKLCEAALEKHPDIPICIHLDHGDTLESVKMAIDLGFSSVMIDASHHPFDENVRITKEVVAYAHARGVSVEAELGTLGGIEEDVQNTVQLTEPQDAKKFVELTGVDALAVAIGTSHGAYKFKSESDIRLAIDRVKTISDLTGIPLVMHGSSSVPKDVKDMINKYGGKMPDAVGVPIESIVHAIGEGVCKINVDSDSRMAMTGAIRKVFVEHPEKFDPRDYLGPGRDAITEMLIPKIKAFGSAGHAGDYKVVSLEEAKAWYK
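Giardia FBPA (40 nM reagent) was preincubated 10 min at RT with compound (up to 57.5 uM final), then substrate plus GAPDH/TPI/NAD/arsenate coupling system with diaphorase/resazurin was added; resorufin fluorescence (525/598 nm) was read after 20 min.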
Shiga toxin inh = A qHTS for Small Molecule Inhibitors of Shiga Toxin; Vero cells, Shiga toxin protein synthesis inhibition reporter; 9.2% of 290,000 active; inhibition, % at 38.7 µM; in the data active = inhibition mostly above about 28%, no sharp cut-off; inactive = mostly below about 43%; note: 0% is about no effect
Cycloheximide cs = Cycloheximide Counterscreen for Small Molecule Inhibitors of Shiga Toxin; cell reporter, cycloheximide protein synthesis inhibition counterscreen; AID 2314, 2010; max response, %; 12% of 300,000 active; in the data active = max response mostly above about 13%, no sharp cut-off; inactive = mostly below about 14%; note: read at 38.3 µM for the half of the compounds with a filed dose; 0% is about no effect
HCV inh = qHTS Assay for Inhibitors of Hepatitis C Virus (HCV); Huh7.5.1 HCVcc-Cre infection, luciferase reporter, 44 h; Potency, µM (highest dose often 41.8 µM), for inactives: at the top dose activity change, negative = inhibition, usual class: inhibitors; 3.4% of 340,000 active; AID 651820, 2012; note: potency is the fitted concentration of half-maximal effect; % is set by controls: 0 for no effect and ±100 for the full control effect
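After 44 h co-culture of compound, cells and HCVcc-Cre (~0.5 moi), substrate is added for 15 min at room temperature and luciferase measured over 15 sec. Cells were seeded at 1,000/well and pre-cultured 4 h.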
Pf growth 48h = Primary qHTS for delayed death inhibitors of the malarial parasite plastid, 48 hour incubation; P. falciparum luciferase growth in erythrocytes, 48 h; Potency, µM (series often up to 28.7 µM), without a hit: top-dose activity change, negative = inhibition, actives largely listed as inhibitors; 5.9% of 310,000 active; AID 504832, 2011; note: potency is the fitted concentration of half-maximal effect; % is set by controls: 0 for no effect and ±100 for the full control effect
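Erythrocytes infected with P. falciparum carrying an integrated firefly luciferase reporter (2% hematocrit, 0.1% parasitemia final) were exposed to compounds in RPMI 1640 with 0.5% Albumax at 37 C, 5% CO2. Growth inhibition was scored as reduced luminescence.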
Pf growth 96h = Primary qHTS for delayed death inhibitors of the malarial parasite plastid, 96 hour incubation; P. falciparum luciferase reporter growth, 96 h; Potency, µM (titrated, usually from 28.7 µM), without a hit: at the highest dose activity change, negative = inhibition, hits mostly inhibitors; 6.9% of 320,000 active; AID 504834, 2011; note: potency is the fitted concentration of half-maximal effect; % is set by controls: 0 for no effect and ±100 for the full control effect
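Delayed-death screen, second-generation endpoint: infected erythrocytes, 2% hematocrit, 0.05% parasitemia final; 96 hours at 37 C, 5% CO2; luciferase detection reagent; luminescence decrease equals reduced growth.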
Starred values were filed as active, the others as inactive; ? = inconclusive; · = not tested or not shown; [ ] = remark or other dose. Unless noted, calls come from the whole dose curve; as a rule, active = well fitted curve in the direction sought with a large enough effect; inconclusive = small, poorly fitted or top-dose-only effect, or another doubt; inactive = no such curve, though single readings can be large; an effect the other way counts as inactive or inconclusive. An unsorted share of the library. Share with any hit: about 24%.

Results follow in this order: Pf growth 96h | HCV inh | Shiga toxin inh | Giardia FBPA inh | Pf growth 48h | Cycloheximide cs
> Cc1cc(C(=O)N2CCC(C(=O)O)CC2)c(C(F)(F)F)o1
  51.2%[activator] | 13.3% | 11.9 | 4.9% | ? | 1.0
> CCCCCc1nnc(NC(=O)Cc2ccc([N+](=O)[O-])cc2)s1
  0.0% | 13.5% | -8.7 | 1.3% | ? | 3.4
> COc1ccccc1N1CCN(C(=O)c2c(C)noc2C)CC1
  46.9%[activator] | 5.8% | 2.0 | 0.8% | 6.0% | -3.3
> N#CC1=C(N)NC(SCC(=O)O)=C(C#N)C12CCCC2
  96.5%[activator][5.75 µM] | 11.5% | 21.9 | -2.7% | -13.9% | 3.0
> COc1cccc(-n2nnnc2SCC(=O)NCc2ccco2)c1
  ? | -22.1% | -1.2 | -3.4% | 13.2% | 3.6
> COc1ccccc1NC(=O)c1c(N=Cc2ccccc2O)cnn1C
  3.8% | · | -14.8 | -20.2% | -10.1% | 1.1
> CC(C)c1onc(C(=O)N2CCC3(CC2)OCCO3)c1[N+](=O)[O-]
  ? | 8.1% | -8.8 | · | ? | -2.0
> COc1ccc(N2C(=O)C(CC(=O)Nc3ccccc3)N(Cc3cccs3)C2=O)cc1 (stereo unspecified)
  ? | 12.2% | 0.6 | 1.5% | 0.8% | 5.1
> O=C(COc1ccc(Br)cc1)Nc1nc(-c2cccnc2)cs1
  3.4% | -3.7% | -4.4 | -1.7% | 0.6% | 1.2
> Cc1c(C(=O)N2CCOCC2)c(S(=O)(=O)Nc2ccccc2F)c(C)n1C
  -11.9% | 20.4% | -14.2 | -1.7% | ? | 5.5
> CCOC(=O)c1ccc(NC(=S)NC(=O)c2nn(CC)cc2Br)cc1
  3.2% | 10.7% | 18.0 | 2.9% | 9.8% | -2.5
> COc1cccc(CNC(=O)C2CCN(S(=O)(=O)N3CCCC3)CC2)c1
  33.2%[activator] | ? | -1.7 | 4.4% | 1.1% | -1.7
> Cc1ccc(N2CC(C(=O)NCCCn3ccnc3)CC2=O)cc1 (stereo unspecified)
  55.8%[activator] | 1.6% | -12.6 | 2.4% | 9.5% | 10.0
> COc1ccc(Cn2nnnc2C(c2ccc(C)cc2)N2CCN(C3CCCC3)CC2)cc1 (stereo unspecified)
  · | ? | 18.8 | 1.8% | ? | -3.9
> CN(C)C(CNC(=O)c1ccc(Cl)c(S(=O)(=O)N2CCCCCC2)c1)c1ccccc1 (stereo unspecified)
  ? | 6.31µM* | · | · | 5.22µM* | ·
> CCCCCN(C(=O)CCC(=O)OCc1cc(C)ccc1C)c1c(N)n(CCCC)c(=O)[nH]c1=O
  ? | ? | · | · | 11.2% | ·
> O=C(COc1ccc(F)cc1)Nc1ccc(S(=O)(=O)Nc2ncccn2)cc1
  18.4% | 17.3% | · | · | 6.4% | ·
> COC(=O)c1cc(-c2c(-c3ccc4c(c3)OCO4)noc2-c2ccsc2)cc([N+](=O)[O-])c1
  ? | 44.4%[activator] | 30.4 | 1.0% | 0.0% | 24.6*
> CC(NCc1ccccc1)C1COc2ccccc2O1 (stereo unspecified)
  22.2% | 8.8% | -8.7 | -16.9% | · | -1.4
> CCN(CC)S(=O)(=O)c1ccc(NN=C(C#N)C#N)cc1
  ? | ? | 12.6 | 24.8% | ? | 2.7
> CCCn1c(N)c(C(=O)CSc2nnc3n2CCCCC3)c(=O)[nH]c1=O
  ? | 1.7% | · | · | -8.9% | ·
> C1=Nc2c(NCc3ccccc3)ncnc2Oc2ccccc21
  -1.9% | ? | 0.1 | 0.9% | -17.5% | 1.1
> O=C(Nc1cccc(Cl)c1Cl)c1ccc(-c2ccccc2)cc1
  273.1%[activator] | 22.6% | 8.6 | 4.2% | 26.3% | 8.1
> CCOc1cccc(N2C(=O)CC(=O)NC2=O)c1
  · | 3.5% | -12.5 | 1.9% | 6.4% | -1.6
> Cc1cc(NS(=O)(=O)c2ccc(NC(=O)c3ccc(Cl)cc3Cl)cc2)no1
  41.5%[activator] | 22.7% | 25.9 | -11.6% | -21.9% | -4.8
> Cc1ccccc1CN1C(=O)C(C)S/C1=N/N=C/c1ccco1 (stereo unspecified)
  -11.8% | -20.7% | 46.6 | -15.3% | ? | -0.3
> Cc1ccccc1-c1nc2sc3c(c2c(=O)n1N)CCCC3
  4.65µM* | -4.9% | 74.7* | -0.1% | · | 42.8*
> COc1cc(OC)c(NS(=O)(=O)c2ccc3c(c2)NC(=O)CO3)cc1Cl
  10.4µM* | -27.0% | -5.4 | · | 3.6% | -8.3
> COc1ccc(N2CCN(C(=O)c3cc(C4CC4)nn3-c3ccccc3)CC2)cc1
  ? | -25.9% | · | · | -22.5% | ·
> C=CCc1ccc(OCCCCN2CCC(C)CC2)c(OC)c1
  -33.9% | ? | -2.0 | -19.1% | 12.3% | -0.9
> CCOC(=O)C1CCCN(C(=O)c2cn(CC)c3ccc(S(=O)(=O)N(C)C)cc3c2=O)C1 (stereo unspecified)
  32.1%[activator] | 8.9% | -5.6 | 3.6% | · | -2.1
> C1CCN(c2nc3nonc3nc2N2CCCC2)C1
  46.6%[activator] | 10.9% | 14.1 | · | 0.5% | -3.5
> Cc1noc(C)c1C(=O)Nc1ccccn1
  -16.3% | -1.2% | 8.6 | 3.5% | 1.8% | 7.7
> O=C(NCC1CCCO1)c1cc(-c2ccccc2)on1 (stereo unspecified)
  25.9% | 1.2% | 128.6* | 1.6% | 202.7%[activator] | 40.1*
> O=C(O)CC(NCc1ccco1)C(=O)OCCCl (stereo unspecified)
  8.9% | 12.7% | -13.4 | -18.3% | 7.0% | -0.8
> CCOc1ccc(C(=O)c2nc3c(n2O)CCCCC3)cc1
  48.6% | -6.6% | 20.9 | -15.0% | 9.2% | 13.9
> Cc1ccc(S(=O)(=O)Nc2cc(S(=O)(=O)c3ccc(C)cc3)c(O)c3cccnc23)cc1
  · | · | -2.8 | ? | · | -2.2
> COc1cc(OC)c(-n2c(C)cc(C=O)c2C)cc1Cl
  13.1µM* | 13.6% | -12.7 | 7.5% | · | -5.4
> O=c1cc(N2CCN(Cc3ccccc3)CC2)[nH]c(=O)n1Cc1ccc(F)cc1
  3.7µM* | 13.5% | -8.9 | -2.0% | 6.9% | -4.0
> N#C/C(=C\c1ccc(F)c(Cl)c1)S(=O)(=O)c1ccccn1
  15.0% | 14.5% | 10.5 | -14.9% | 4.2% | 0.6

Of the compounds above, 2 contain bromine:
Results follow in this order: Pf growth 96h | HCV inh | Shiga toxin inh | Giardia FBPA inh | Pf growth 48h | Cycloheximide cs
> O=C(COc1ccc(Br)cc1)Nc1nc(-c2cccnc2)cs1
  3.4% | -3.7% | -4.4 | -1.7% | 0.6% | 1.2
> CCOC(=O)c1ccc(NC(=S)NC(=O)c2nn(CC)cc2Br)cc1
  3.2% | 10.7% | 18.0 | 2.9% | 9.8% | -2.5

(listing goes on)
Results follow in this order: Pf growth 96h | HCV inh | Shiga toxin inh | Giardia FBPA inh | Pf growth 48h | Cycloheximide cs
> CCc1ccc(CNC(=O)c2nn(C)c3c2CS(=O)(=O)c2ccccc2-3)cc1
  ? | ? | -4.0 | 6.7% | ? | -2.1
> COC(=O)C(Cc1ccc(OC(=O)c2ccc(C)cc2)cc1)N1Cc2ccccc2C1=O (stereo unspecified)
  53.2%[activator] | 13.6% | 89.4* | -2.2% | 57.4%[activator] | 57.1*
> O=c1cc2ncc(-c3[nH]ncc3[N+](=O)[O-])cn2[nH]1
  ? | 10.0% | -6.2 | -0.4% | 0.0% | 2.9
> CC(C)(C)c1ccc(COC(=O)Nc2ccc(F)cc2)cc1
  ? | 9.1% | 35.2* | 1.6% | -23.4% | 19.2*
> CCN(CC)CP(=O)(c1ccccc1)c1ccccc1
  · | -2.7% | 15.0 | 1.0% | 6.3% | -2.5
> CCN(c1ccccc1)S(=O)(=O)c1ccc(C(=O)NCCc2ccc(S(N)(=O)=O)cc2)cc1
  -12.5% | 10.7% | -7.0 | 8.3% | -3.5% | -2.7
> COc1ccc(OCCSCc2nnc(NC(=O)Nc3ccc(Cl)cc3)s2)cc1
  34.1%[activator] | 18.6% | -4.0 | 4.7% | ? | -2.1
> CCOc1ccc(/C(O)=C2/C(=O)C(=O)N(CCOCCO)C2c2ccccn2)cc1 (stereo unspecified)
  31.6% | 20.1% | 57.5* | 5.7% | 46.0%[activator] | 38.6*
> O=C1CCCc2c1[nH]c1ccc(Br)cc21
  -9.1% | ? | -8.0 | -0.3% | 54.7%[activator] | 0.4
> CN(C(=O)Cn1nnc(-c2cccc(C(F)(F)F)c2)n1)C1CCCCC1
  -25.1% | -5.2% | 29.6 | 0.5% | 59.7%[activator] | 4.6
> COc1ccccc1N1CCN(C(=O)CCn2c(=O)[nH]c3ccsc3c2=O)CC1
  18.9% | 5.2% | 3.1 | 0.2% | 89.8%[activator] | -3.0
> CCCC[C@@H]1CCCO[C@@](C(=O)NCc2ccc(C)o2)(C(F)(F)F)C1
  · | 2.1% | 3.9 | -5.2% | · | -2.7
> CS(=O)(=O)c1ccc(C(=O)Nc2ccc(N3CCCCC3)cc2)c(Cl)c1
  ? | ? | -4.6 | 4.3% | 225.3%[activator] | 14.8
> CN(C)S(=O)(=O)c1ccc(N2CCCC2)c(C(=O)OCC(=O)NC2(C#N)CCCCC2)c1
  ? | ? | · | · | ? | ·
> Cc1cccc(-n2ccnc2CN2CCC(CO)(Cc3ccccc3)CC2)c1
  -21.4% | 13.6% | -33.8 | 7.4% | ? | -1.9
> CCOc1ccccc1OCc1nn2c(COc3ccccc3)nnc2s1
  ? | ? | -3.4 | 6.1% | -15.8% | 0.5
> CCN(CC)CCN(Cc1cc2cc3c(cc2[nH]c1=O)OCCO3)C(=S)NC
  0.0% | -0.4% | -1.0 | 4.8% | 17.0% | -1.4
> Cc1sc2nc(CSc3ccccc3)nc(N3CCOCC3)c2c1C
  ? | ? | -3.9 | 2.7% | ? | -3.1
> Cn1c2ccccc2n2c(=O)c(=O)n(CC(=O)c3ccc(F)cc3)nc12
  ? | 25.3% | 1.7 | 3.8% | 8.7% | -1.8
> Clc1ccccc1CNCC1CCCO1 (stereo unspecified)
  ? | 25.9% | 20.3 | -14.1% | ? | -2.2
> NS(=O)(=O)c1ccc(CNC(=O)c2ccc(NS(=O)(=O)c3ccc4[nH]c(=O)[nH]c4c3)cc2)cc1
  9.0% | 14.5% | · | · | 5.9% | ·
> COc1ccc(N2C(=O)CN=C2Nc2nc(C)cc(C)n2)cc1OC
  ? | -10.9% | -3.3 | -14.6% | · | -1.4
> CC(=O)Nc1ccc(S(=O)(=O)Nc2nc(C)nc3sc4c(c23)CCC4)cc1
  -1.0% | 0.2% | -2.9 | 21.1% | 2.2% | -7.9
> CCN(CC)c1ccc(NC(=O)c2ccc(=O)[nH]c2)cc1S(=O)(=O)Nc1ccccc1OC
  6.57µM* | 22.4µM* | 20.1 | -21.3% | 10.4µM* | 0.5
> O=C(Nc1ccc(CN2CCOCC2)cc1)c1ccccc1F
  416.9%[activator] | 12.3% | 91.6* | 1.4% | 309.2%[activator] | 41.9*
> CNC(=O)c1ccc(NC(=O)Nc2ccccc2)cc1
  ? | 0.2% | 49.9* | 8.6% | 87.0%[activator] | 29.6*
> CCOc1ccc(S(=O)(=O)NC(C)C(=O)NCc2ccncc2)cc1 (stereo unspecified)
  -21.0% | -0.8% | -6.0 | 4.6% | 1.8% | -0.4
